# Assay outcomes: PubChem BioAssay, National Center for Advancing Translational Sciences (NCATS)
# UDG counter – UDG inhibition counter-screen | Potency, µM (top dose mostly 115 µM), for the others: top-dose activity change, negative = inhibition, usual class: inhibitors | FRET deamination/UDG coupled assay, UDG read, 4 h | AID 1347430 | 0.14% of 91,000 active; note: nearly all actives have a fitted effect of over 65% in size
# AID inhibitor – inhibitors of human activation induced cytidine deaminase | Q9GZX7 | AID deamination FRET fluorescence, UDG-coupled, 4 h | Potency, µM (top dose mostly 115 µM), inactives show at the top dose activity change, negative = inhibition, usual class: inhibitors | 0.32% of 91,000 active | AID 1347428; note: nearly all actives have a fitted effect of over 25% in size
# Target sequence (Q9GZX7 whole entry, looked up): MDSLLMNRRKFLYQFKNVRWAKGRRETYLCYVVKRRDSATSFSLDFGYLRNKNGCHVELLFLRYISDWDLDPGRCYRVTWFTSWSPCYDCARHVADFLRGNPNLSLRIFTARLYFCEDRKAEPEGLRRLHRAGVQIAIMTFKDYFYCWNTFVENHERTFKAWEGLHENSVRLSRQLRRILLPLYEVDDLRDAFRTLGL
# An asterisk follows results filed as active; ? = inconclusive; & = joins results of further samples; [ ] = dose if it differs, or a comment. Calls come from the whole dose curve; as a rule, active = well fitted curve in the direction sought with a large enough effect; inconclusive = small, poorly fitted or top-dose-only effect, or another doubt; inactive = no such curve, though single readings can be large; an effect the other way counts as inactive or inconclusive. % is set by controls: 0 for no effect and ±100 for the full control effect; potency is the fitted concentration of half-maximal effect. A portion of the library; the hit share may differ from the screen's.
SMILES,UDG counter,AID inhibitor
Cc1oc(-c2ccc(C(C)C)cc2)nc1CSc1nc2c(=O)[nH]cnc2n1C,-8%,-18%
COc1cccc(NC(=O)c2nnn(Cc3cccc(C(F)(F)F)c3)c2N)c1,6%[57.5 µM],21%[57.5 µM]
Cc1ccc(Cl)cc1N1CCN(S(=O)(=O)c2ccc(-c3cnc(C4CC4)o3)cc2)CC1,-7%,-30%
COc1ccc(/C=C/C(=O)O)cc1Br,-7%,-1%
CC(C(=O)N1CCc2ccccc2C1)N(C)Cc1c(F)cccc1Cl (stereo not drawn),-8%,-6%
Cc1[nH]c2ccc(C(=O)Nc3ccc(-c4nccs4)cc3)cc2c1C,-7%,-13%
CCOCCCNC(=O)C(c1ccc(OC)cc1)N(Cc1ccc2c(c1)OCO2)C(=O)c1ccc(NC(C)=O)cc1 (stereo not drawn),-4%,-15%
O=c1c2c(-c3cccs3)csc2nc(CN2CCOCC2)n1CCOc1ccccc1F,0%,-7%
CC(=O)NCc1ccc(C(=O)OC/C=C/c2ccccc2)cc1,3%,-2%
CCOC(=O)c1c(NC(=O)c2cc3nc(-c4ccccc4)cc(C(F)(F)F)n3n2)sc2c1CCC(C)C2 (stereo not drawn),-16%,13%
Cc1cc(NC(=O)C2CCCN(S(=O)(=O)c3cccc4nonc34)C2)ccc1Br (stereo not drawn),-1%,-1%
CC(=O)Nc1cc(-c2nc3ccccc3s2)ccc1C,6%&-17%,9%&-12%
Cc1oc(-c2ccccc2F)nc1CSCC(=O)NCCc1ccccc1,?,-17%
COc1ccc(S(=O)(=O)c2cn(CC(=O)Nc3cc(C)ccc3C)c3ccccc3c2=O)cc1,10%,8%
COc1cccc(Cc2nc3ccccc3nc2SCC(=O)Nc2cc(OC)ccc2OC)c1,-5%,3%
O=C(CN1CCN(c2nc(C(F)(F)F)nc3ccccc23)CC1)N1CCCCCC1,12%,-14%
COc1ccc(NC(C)(C)c2nnnn2-c2c(C)cccc2C)cc1OC,2%,1%
COc1ccc(F)cc1S(=O)(=O)NCCc1c(C)[nH]c2c(Cl)cccc12,2%,2%
COCCCNC(=O)CSc1nc2c(sc3ccccc32)c(=O)n1CCc1ccc(OC)c(OC)c1,-3%,28%
CC(C)Oc1ccc(C(=O)O)cc1Br,0%,-1%
N#Cc1nc(C2CC2)oc1N1CCN(Cc2nc(C3CC3)no2)CC1,1%,-2%
Cc1cc(C(=O)OCC(=O)c2ccccc2)c2ccccc2n1,-4%,9%
O=C(CSc1ccc(Cl)cc1)NNC(=O)C1CCCc2ccccc21 (stereo not drawn),4%,-7%
COc1ccc(OCC(=O)N(Cc2ccc(-c3ccc(F)cc3)o2)C2CCS(=O)(=O)C2)cc1 (stereo not drawn),-13%,?
CCCc1nc2ccccc2c(C(=O)OCC(=O)NC(=O)NC)c1CC,1%,1%
Cc1ccc2c(c1)c(/C=C/c1cc[n+](C)cc1)c(C)n2C,-8%,?
Cc1ccc(NS(=O)(=O)c2c(C(=O)N3CCCCCC3)c(C)n(C)c2C)cc1F,6%,4%
Cc1n[nH]c(C)c1S(=O)(=O)Nc1ncn(Cc2ccc(F)cc2Cl)n1,0%,0%
COc1ccccc1CCNC(=O)C(C)Sc1nc(-c2ccccc2)cc(C(F)(F)F)n1 (stereo not drawn),10%,28%
Cc1cc(C)cc(C(=O)NCCC23CC4CC(CC(C4)C2)C3)c1,2%,-4%
C=CCNCc1ccc(-c2cccc(Cl)c2C)o1,-4%,-11%
C=CCOc1cccc(NC(=O)c2ccco2)c1,0%,8%
O=C(COc1ccc([N+](=O)[O-])cc1)Nc1ccc2oc(-c3ccc(F)cc3)nc2c1,9%,-14%
CCCCC(=O)Nc1nnc(S(=O)(=O)N(C)Cc2ccccc2)s1,2%,9%
COc1ccccc1CNC(=O)C(Cc1ccccc1)NS(=O)(=O)c1ccc2c(c1)CCN2C(C)=O (stereo not drawn),10%,-3%
Cc1cc(SCC(=O)NC2(C#N)CCCCCC2)nc2ccccc12,7%,-22%
Cc1ccnc(SCc2nc3cc(NC(=O)c4cccc(Br)c4)ccc3n2C)n1,?,-15%
Cc1ccc2onc(CNC(=O)Nc3ccccc3C#N)c2c1,8%,20%
COc1ccc(NC(=O)CN2CCN(c3ccccc3F)CC2)c(OC)c1,-2%,-23%
COc1ccc(NC(=O)CSc2cn(CC(=O)N3CCOCC3)c3ccccc23)cc1OC,-2%,12%
CCOC(=O)c1c(Nc2ccc(C)c(C)c2)nnc(-c2ccccc2)c1-c1ccccc1,2%,-24%
COc1ccc(/C=C/C(=O)NCc2ccccc2)cc1,3%,-1%
COc1cc(NC(=O)Cn2c(=O)oc3cc(S(=O)(=O)N4CCCCCC4)ccc32)cc(OC)c1,-17%,-6%
CCN(Cc1ccc(OC)cc1)Cc1cc(=O)oc2c(C)cc(C)cc12,-11%,-18%
COc1cccc(CNC(=O)Cn2cc3c(n2)-c2c(oc(C(=O)N4CCCC4)c2C)CC3)c1,?,?
CC(C1CC1)N(Cc1ccc(C(N)=O)cc1)C1CC1 (stereo not drawn),-7%,1%
CN(C)CCN(Cc1ccc(F)cc1)C(=O)Nc1cccc2ccccc12,7%,-1%
COc1ccc2cc(C(=O)N3CCN(S(=O)(=O)c4ccccc4)CC3)c(C)nc2c1,-4%,3%
COc1ccc2c(c1)N(S(=O)(=O)c1ccc(F)cc1)C(C)(C)C=C2C,-6%,-15%
O=C(NCc1ccco1)c1cc2ccc(Cl)cc2[nH]1,-8%,-9%

# Continuation.
SMILES,UDG counter,AID inhibitor
Cc1ccc(OCC(=O)OCc2cc(=O)n3nc(C4CC4)sc3n2)cc1,-9%,20%
CCNc1nc(-c2ccc(NC(C)=O)cc2F)cs1,0%,11%
CCc1nn(Cc2ccc(Cl)cc2)c(=O)c2cc3cc(C)ccc3n12,-7%,-4%
Cc1nc2cc(NC(=O)c3ccc(C(C)C)cc3)ccc2o1,0%,-4%
C=CCNS(=O)(=O)c1ccc(C(=O)O)cc1,10%,3%
CCSC1=N/C(=C\c2ccccc2OC)C(=O)S1,-5%,-4%
Cc1ccc(-c2nnc(Nc3cccc(Br)c3)c3ccccc23)cc1S(=O)(=O)N1CCCCC1,-25%,-8%
N#CC1=C2SCN(C3CCCCC3)CN2C(=O)CC1c1ccc(F)cc1 (stereo not drawn),-6%,?
COC(=O)C1=CNC=C(C(=O)OC)C1c1ccc(F)c(F)c1,-4%,-7%
O=C(CCOc1ccccc1)N(Cc1cccnc1)c1nc2c(Cl)cccc2s1,21%,?
COc1ccc(N2CCN(C(=O)Nc3cccc(C(F)(F)F)c3)CC2)cc1,0%,-10%
Cc1ccc(NC(=O)Cn2cc3c(n2)CCCC3)c(C)c1,10%,-1%
Cc1cccc(C(=O)NC(Nc2ccc3ccccc3c2)C(Cl)(Cl)Cl)c1 (stereo not drawn),-4%,-7%
Cc1ccc(NC(=O)c2cnc(N3CCCC3)nc2C)cc1F,?,-5%
CCOc1ccccc1NC(=O)N1CCC(n2c(C)nc3cccnc32)CC1,-15%,3%
CCN(CC)S(=O)(=O)c1nnc(NC(=O)COc2ccccc2)s1,37%[activator],-9%
NC(N)=N[C@@H](CCC(=O)O)C(=O)O,3%,-5%
O=C(Cn1c(=O)n(Cc2ccc3c(c2)OCO3)c(=O)c2oc3ccccc3c21)Nc1ccccc1,6%,7%
CCCn1c(N(C)Cc2ccccc2)nc2c1c(=O)n(C)c(=O)n2C,-14%,-24%
O=C(Cn1c(=O)oc2cc(S(=O)(=O)NCc3ccccc3)ccc21)NCc1ccc(F)cc1,68%[activator],26%
Cc1nc2cccnc2n1C1CCN(C(=O)Nc2ccccc2)CC1,-8%,3%
CC(C)N(C)S(=O)(=O)c1cccc(C(=O)Nc2cccc3ncccc23)c1,-3%,9%
CSc1ccc(/C=C/C(=O)c2ccc(NC(=O)c3ccccc3)cc2)cc1,2%,-2%
Cc1cccc(NC(=O)CN(C)S(=O)(=O)c2cnc[nH]2)c1C,5%,2%
CCOc1ccccc1NC(=O)Cn1c(=O)n(CCCCC(=O)NCCCOC)c(=O)c2ccccc21,-6%,6%
CCCCn1c(CNC(=O)C23CC4CC(CC(C4)C2)C3)nnc1SCC(=O)Nc1ccc(F)cc1,-5%,?
CCCCCC/C=N/NC(=O)c1cccc2ccccc12,-1%,-1%
CCOC(=O)Cn1c(=O)oc2cc(S(=O)(=O)N3CCN(c4ccc(C(C)=O)cc4)CC3)ccc21,1%,-11%
CC(=O)c1ccc(N2CCN(CC(=O)Nc3ccnn3Cc3cccc(Cl)c3)CC2)c(F)c1,-10%,0%
Cc1c(Cl)cccc1NC(=O)CC(c1cccs1)N1Cc2ccccc2C1=O (stereo not drawn),-11%,-9%
COC(=O)c1nc2n(n1)C(c1cc(OC)ccc1OC)C=C(c1ccc(Br)cc1)N2 (stereo not drawn),-2%[57.5 µM],?
N#Cc1ccc(COc2ccc(C#N)cc2)cc1,-7%,-7%
Cc1ccc2nc(NC(=O)c3ccc(S(=O)(=O)N4CCC(C)CC4)cc3)sc2c1,-1%,-10%
COc1cc(/C=C/c2nc3cc(Cl)ccc3c(=O)n2-c2ccc(C)cc2C)cc(OC)c1OC,?,-4%
Cc1cccc(NC(=O)c2oc3ccccc3c2NC(=O)Cc2coc3c(C)c(C)ccc23)c1,-8%,-1%
CCCCn1c(=O)[nH]c(=O)c2c1nc(CN1CCN(S(=O)(=O)c3ccc(C)cc3)CC1)n2CC,-2%,0%
CCOC(=O)c1cccc(NC(=O)CCS(=O)(=O)c2ccc(Br)s2)c1,-19%,1%
CCOC(=O)c1noc2ncnc(N3CCN(c4cccc(C(F)(F)F)c4)CC3)c12,-6%,-20%
